# mcGAS RapidFire: blocks mouse cGAS cGAMP production; Q8C6L5; recombinant mouse cGAS, cGAMP by RapidFire MS; inhibition, % at 12.5 µM; hit rate 0.18% among 130,000; AID 1259397;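 active = inhibition of cGAS enzyme activity at or above 60%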;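 note: enzyme stimulated by 45 bp dsDNA with ATP and GTP substrates; cGAMP share of summed cGAMP plus half ATP and half GTP signals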
# Target sequence (Q8C6L5 whole entry, looked up): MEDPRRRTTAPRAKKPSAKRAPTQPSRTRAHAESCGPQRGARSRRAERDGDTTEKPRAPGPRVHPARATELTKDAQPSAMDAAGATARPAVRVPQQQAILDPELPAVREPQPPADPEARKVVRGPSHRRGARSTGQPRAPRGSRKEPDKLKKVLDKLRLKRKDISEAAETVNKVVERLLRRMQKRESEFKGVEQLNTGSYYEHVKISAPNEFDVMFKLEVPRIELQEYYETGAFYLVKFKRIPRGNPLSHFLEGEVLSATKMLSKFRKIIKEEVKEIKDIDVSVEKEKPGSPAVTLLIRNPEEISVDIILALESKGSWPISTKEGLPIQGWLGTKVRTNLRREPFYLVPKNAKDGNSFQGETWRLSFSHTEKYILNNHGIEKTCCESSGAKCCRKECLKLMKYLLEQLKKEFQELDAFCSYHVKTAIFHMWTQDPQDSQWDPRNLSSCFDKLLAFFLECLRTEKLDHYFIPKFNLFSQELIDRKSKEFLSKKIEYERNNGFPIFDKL
# * = called active by the depositor; & = joins results of further samples. Only part of the results is shown; the hit share may differ from the screen's.
mcGAS RapidFire	smiles
-5	O=C(NCCc1ccccc1)C1CCC(=O)N(Cc2cccc(C(F)(F)F)c2)C1 (configuration not stated)
-32	Cc1cc(C)n2ncc(CN3CCCC3c3nc(-c4ccncc4)no3)c2n1 (configuration not stated)
-6	COc1cc(C(=O)N2CCC(CCn3cccn3)CC2)ccc1O
4	C=C(C)Cn1c(CCNC(=O)c2ccco2)nc2ccccc21
-27	Cc1cc(CN2CCN(C(=O)NCc3c(C)noc3C)CC2)no1
-14	COC(=O)c1cc(NC(=O)c2ccc(Cl)cc2N2CCCC2=O)c(F)cc1F
-7	CC1CCN(Cc2nnnn2CC(=O)N2CCN(c3ccccn3)CC2)CC1
-6&-5	CCOC(=O)C1(Cc2ccc(Cl)cc2)CCN(Cc2cccc3nonc23)CC1
-13	Cc1cc(C)c2c(N)csc2n1
-2	Cc1ccc2nc(CN3C(=O)NC4(CCCC4)C3=O)cn2c1
0	O=C1CCC(C(=O)OCc2ccc(Br)cc2)=NN1
19	COC(=O)c1sc(N)c(C(=O)OC)c1COC(=O)C1CC(=O)N(Cc2ccco2)C1 (configuration not stated)
-12	O=c1oc2c(Cl)cc(Cl)cc2cc1-c1csc(Nc2cccc(F)c2)n1
-5	CN1CCN2CCN(C(=O)C3(C)CCNCC3)CC2C1 (configuration not stated)
-8	CCc1nc(C2CCCN2C(=O)Cn2[nH]c(=O)ccc2=O)no1 (configuration not stated)
9	Cc1c(CN2CCC3(CCCN(Cc4cccc(F)c4F)C3)C2)cnn1C (configuration not stated)
-2	CC(=O)Oc1ccc(CN2C(=O)C(Cc3ccccc3)ON=C2C2CCCC2)cc1 (configuration not stated)
2	O=C1c2cccc([N+](=O)[O-])c2C(=O)N1CN(C(=O)C(F)(F)F)c1ccccc1
-41	CN(Cc1ccccc1)c1ncccc1CNC(=O)C1COC(=O)N1 (configuration not stated)
-5	CC1(C(=O)NS(C)(=O)=O)CCN1C(=O)C1(c2ccc(Cl)cc2)CC1 (configuration not stated)
-6	C/C=C/Cn1c(SCC(C)C)nc2c1c(=O)[nH]c(=O)n2C
-37	Cc1ccc(N2CCCC2)c(C(=O)N(C)CCC2CCCCC2)c1
-21	CCOC(=O)C(C(C)=O)=P(c1ccccc1)(c1ccccc1)c1ccccc1
-2	Nc1ccnc2cc(OC(F)(F)F)ccc12
-2	Cc1ccc2c(c1)N(Cc1ccc(Cl)cc1)C(=O)C(C)S2 (configuration not stated)
4	COc1cc(Cl)cc([C@@H]2C[C@H]3CN(Cc4cccnc4)C(=O)[C@]34CCCN24)c1OC
-6	COc1ccc(Cl)cc1NC(=O)CCC1CCCN(C(=O)Cn2nc(C)cc2C)C1 (configuration not stated)
-4	Cn1c(SCC(=O)c2ccc(F)cc2F)nnc1-c1ccccc1F
-2	CCCN(CC(=O)Nc1ccc(F)c(F)c1F)Cc1ncc(Cl)n1C
-9	Cc1cc(Cl)ccc1C(O)c1ncc(-c2cccc(F)c2)[nH]1 (configuration not stated)

# 6 entries picked at random from the list so far:
mcGAS RapidFire	smiles
-32	Cc1cc(C)n2ncc(CN3CCCC3c3nc(-c4ccncc4)no3)c2n1 (configuration not stated)
-12	O=c1oc2c(Cl)cc(Cl)cc2cc1-c1csc(Nc2cccc(F)c2)n1
-6&-5	CCOC(=O)C1(Cc2ccc(Cl)cc2)CCN(Cc2cccc3nonc23)CC1
2	O=C1c2cccc([N+](=O)[O-])c2C(=O)N1CN(C(=O)C(F)(F)F)c1ccccc1
-2	Nc1ccnc2cc(OC(F)(F)F)ccc12
-7	CC1CCN(Cc2nnnn2CC(=O)N2CCN(c3ccccn3)CC2)CC1

# The listing continues:
mcGAS RapidFire	smiles
1	CC(Oc1ccc(CN2CCN(C)C3(CCN(C)CC3)C2)cc1)C(=O)O (configuration not stated)
-6	Fc1ccc(C2=Nc3ncnn3C(c3ccccc3F)C2)cc1 (configuration not stated)
-7	Cc1cccc(S(=O)(=O)N2CCC(CO)(Cc3ccccc3)CC2)c1
0	COCCCN(Cc1ccncc1)C(=O)c1sccc1C
-11	COC(C)(C)C(=O)N1CCC(CO)(CCCc2ccccc2)CC1
-5	CC1(C)CCN(C(=O)NCCCNC(=O)c2ccc(F)cc2)C1
4	CN1N=C(C(=O)N2CCc3onc(-c4ccc5c(c4)OCO5)c3C2)CCC1=O
-9	O=c1ccc(-c2ccc(Br)cc2)nn1Cc1ccc(F)cc1
-7	Cc1oc(C(C)(C)C)cc1C(=O)N1CCCC1C(=O)O (configuration not stated)
-8	Cc1nnc(Sc2cnn(-c3ccccc3)c(=O)c2Cl)n1C
-24	COC(=O)[C@@H]1C[C@H](NC(=O)c2ccc(Cl)s2)CN1C
-8	CCOC(=O)CSCc1nc2ccsc2c(=O)[nH]1
-2	CC(=O)Nc1ccc(C)cc1S(=O)(=O)n1ccnc1
2	O=C(O)C1(CCOc2ccccc2)CCCN(c2cnc3ccccc3n2)C1 (configuration not stated)
7	CC(C)C(NC(=O)NCc1cccc(C(F)(F)F)c1)c1ccc2c(c1)OCCO2 (configuration not stated)
-6	COc1ccc(CC(=O)N2CCOC(COCc3ccc(F)cc3Cl)C2)cn1 (configuration not stated)
-33	COc1cccc(C(=O)N2CCN(Cc3cn(CCO)nc3C)CC2)c1
0	CCC(C)NC(=O)CN1C(=O)NC(C)(c2cccc3ccccc23)C1=O (configuration not stated)
-10	CC(OC(=O)CCN1CCCC1=O)c1c(F)cccc1-n1cccn1 (configuration not stated)
-6	Cc1cncc(NCCc2cccnc2)n1
3	Cc1c2c(nc3cc4c(cc13)OCO4)CCc1ccccc1-2
-6	Cc1cc(F)ccc1NC(=O)CCC1CCCN(C(=O)Cc2ccc3c(c2)OCO3)C1 (configuration not stated)
-4	CNC(=O)COC(=O)C1(Sc2ccccc2)CCCC1
-9	CN(CC(O)c1ccc(C#N)cc1)C1CCN(c2ccccc2)C1=O (configuration not stated)
-7	COC(=O)c1ccc(Cn2nc(C3CC3)c3cnn(-c4ccccc4)c3c2=O)cc1
39	CNCC(=O)N1CCC(N2CCCC(C(=O)N3CCN(C)CC3)C2)CC1 (configuration not stated)
-15	CC(=O)NC1CCCN(C(=O)NCCc2csc(C)n2)C1 (configuration not stated)
-1	O=C(Nc1cccc(-c2ccco2)c1)C1CCN(Cc2ccccn2)CC1
35	COCCSCc1nc(N)nc(Nc2ccc(Cl)cc2)n1
-16	CCn1ncc(Cl)c1C(=O)N1Cc2cnc(-c3ccccc3)nc2C1
1	CC(C)Cc1nc2sc3c(NCC4CCCO4)ncnc3c2c2c1COC(C)(C)C2 (configuration not stated)
-6	O=C(NCC1CCOCC1)c1cnc(N2CCN(Cc3ccccc3)C2=O)o1
-7	CCN1CCN(C(c2ccc(C(C)C)cc2)C2Sc3nc(C)nn3C2=O)CC1 (configuration not stated)
-8	c1csc(-c2nnn(-c3ncnc4sccc34)n2)c1
0	Cc1ccccc1-n1c(-c2ccccc2F)n[nH]c1=S
-6	O=S(=O)(c1cc2c(cc1Br)OCCO2)N(C1CCCC1)C1CC1
-7	CC1CC(C)CN(c2nc3c(c(=O)[nH]c(=O)n3C)n2CCCc2ccccc2)C1 (configuration not stated)
-10	N#CCCn1ccc(NC(=O)c2ccc(F)cc2Br)n1
-2	CC(=O)O[C@]1(C(C)=O)CCC2C3C=C(C)C4=CC(=O)CCC4(C)C3CCC21C (some centres not stated)
-1	OC(CN1CCCCC1)Cn1c2c(c3ccccc31)CCCC2 (configuration not stated)
2	Cc1cc(OCc2nn[nH]n2)c2c(C)c(C)c(=O)oc2c1
-12	CC1(C)CC(=O)C(C=NCC2CCN(C(=O)Cc3ccc(Cl)cc3)CC2)=C(O)C1
6	CC(F)(F)C1(O)CC(c2ccccc2)=NN1C(=O)c1ccncc1 (configuration not stated)
-9	c1ccc(-n2nccc2-c2nccn2CC2COCCO2)cc1 (configuration not stated)
-4	O=C(c1cc(C2CC2)[nH]n1)N(Cc1ccco1)C1CCCC1
-10	Cc1nnc(C)n1/N=C\c1ccc(N(C)CCO)cc1
67*	Cc1cc(O)c(C2=Nc3cc(C(F)(F)F)ccc3SC(c3ccc(O)c([N+](=O)[O-])c3)C2)c(=O)o1 (configuration not stated)
-18	CC(=O)N1CCC(C(=O)NCc2nc3cc(C(C)(C)C)ccc3o2)CC1
-2	O=C(CCn1nnnc1CN1CCOCC1)N1CCC(c2ccccc2Cl)C1 (configuration not stated)
-9	COc1ccc(N2CC(CN)OC2=O)cc1 (configuration not stated)
-9	Cc1ccccc1-c1cnc(C(O)c2c(C)ccc3ccccc23)[nH]1 (configuration not stated)
-6	Cc1nc(C2CCNCC2)cc(N2CCOc3ccccc3C2)n1
-8	O=C(NN1CCOCC1)c1cc(C2CCCCC2)nc2ccccc12
-4&-3&1&2	CCN(CC)CCNC(=O)c1ccc(N)cc1
0	Cc1cc(C(=O)O)c(O)c(S(=O)(=O)N2CCOc3ccccc32)c1
-6	Cc1ccc2c(c1)Oc1ccccc1C(N1CCNC(C)C1)=N2 (configuration not stated)
-3	CCOC(=O)C1(Cc2ccccc2Cl)CCN(C(=O)CSc2nnc(CC)o2)CC1
-2	Cc1nnsc1C(=O)N1CCCC1(C)C(=O)O (configuration not stated)
-3	N#CC(=C(O)CSc1n[nH]c(N)n1)c1nc2ccccc2[nH]1
1	Cn1c(=O)c2c(nc3n2CC(c2ccc(F)cc2)=NN3CC(=O)c2ccc(F)cc2)n(C)c1=O

# The results go on:
mcGAS RapidFire	smiles
12	Cc1nsc2nc(-c3ccc(Cl)cc3Cl)oc(=O)c12
-8	Cc1cnc(CN(C)C(=O)CC2c3ccccc3CCc3ccccc32)[nH]1
-2	Cc1cc(NC(=O)NCc2ccc(CN3CCCN(C)CC3)cc2)no1
15	Cc1n[nH]c(C)c1NC(=O)CN(C)C(=S)NC1CC2CCC1C2 (configuration not stated)
-2&1	COc1ccc(-c2noc(CN3CCCC(OCc4ccccn4)C3)n2)cc1 (configuration not stated)
-55	CCOc1cc(C2NS(=O)(=O)N=C3CCCN32)ccc1OCCOc1cccc(C)c1 (configuration not stated)
-3	Cc1cccn2c(=O)c3cc(C#N)c(=NC(=O)c4ccccc4F)n(C(C)C)c3nc12
-13	CC1CCN(Cc2nnc(C(C)(C)C)o2)CC1
-5	CC1=CC(C)C(CO)(CO)C(C)C1 (configuration not stated)
-2	COCCN(C1CCCC1)S(=O)(=O)c1cc(C)ccc1C
-2	O=C(COc1ccccc1)Nc1ccc(N2CCCC2=O)c(Cl)c1
3	COc1ccc(Br)cc1C=C1SC(=S)N(CCN2CCOCC2)C1=O
-2	COc1ccc(CNC(C)C(=O)Nc2ccc(C)cc2)c(F)c1F (configuration not stated)
-6	CN1CCC2(CCN(C(=O)c3ccc(-c4ncc[nH]4)s3)CC2)C1
-8	O=C(OCC(=O)N1CCNC1=O)c1cc2c(s1)CCCC2
-2	Cc1ccccc1-c1nc(C(=O)N(CCN(C)C)CCN(C)C)cs1
-2	COCCn1c(N2CCCCC2)nc2c1c(=O)n(C)c(=O)n2C
-40	O=C(c1ccc(S(=O)(=O)Nc2ccccc2)cc1)N1CCCCC1C1OCCO1 (configuration not stated)
-10	Cc1ccccc1-c1nccn1CCCN1CCOCC1
-8	COc1ccc(S(=O)(=O)Nc2cc(S(=O)(=O)N3CCOCC3)ccc2OC)cc1
-15	CCCn1ncc(C(=O)N2CCC3(CC2)c2ccccc2[C@@H](N)[C@@H]3O)c1C
-15	O=c1c2cnc3ncnn3c2ccn1CCCO
-4	Clc1cnc(NCCNCc2ncc[nH]2)c(Cl)c1
-2	COc1ccc(OC)c2sc(N(CCCN(C)C)C(=O)c3ccno3)nc12
-7	O=c1[nH]c2c(c(O)c1-c1ccccc1)c(=O)n(-c1ccccc1)c(=O)n2-c1ccccc1
-11	NC1(CNC(=O)c2cc3ccccc3[nH]2)CCCCCC1
0	C=C(C)Cn1c(=O)c2c(nc3n2CC(C)=NN3Cc2ccccc2F)n(C)c1=O
-1	COc1ccc(OC)c(NS(=O)(=O)c2cc([N+](=O)[O-])ccc2C)c1
-3	COC(C)C(=O)Nc1cc(-c2ccccc2Br)[nH]n1 (configuration not stated)
-3	CCOC(=O)C1(Cc2cccc(OC)c2)CCN(Cc2cnn(C(C)C)c2)CC1

# Looked up above.
# Under mcGAS RapidFire, `CCOc1cc(C2NS(=O)(=O)N=C3CCCN32)ccc1OCCOc1cccc(C)c1` (configuration not stated) is entered as -55
# Under mcGAS RapidFire, `COc1ccc(OC)c2sc(N(CCCN(C)C)C(=O)c3ccno3)nc12` is entered as -2
# Under mcGAS RapidFire, `Cc1cc(NC(=O)NCc2ccc(CN3CCCN(C)CC3)cc2)no1` is entered as -2
# Under mcGAS RapidFire, `O=C(COc1ccccc1)Nc1ccc(N2CCCC2=O)c(Cl)c1` is entered as -2
# Under mcGAS RapidFire, `CCOC(=O)C1(Cc2cccc(OC)c2)CCN(Cc2cnn(C(C)C)c2)CC1` is entered as -3
# Under mcGAS RapidFire, `CCCn1ncc(C(=O)N2CCC3(CC2)c2ccccc2[C@@H](N)[C@@H]3O)c1C` is entered as -15
# Under mcGAS RapidFire, `CC1=CC(C)C(CO)(CO)C(C)C1` (configuration not stated) is entered as -5

# Remaining list, next part
mcGAS RapidFire	smiles
-8	Cn1ccnc1CN(CCO)Cc1ccc(-c2ccc(Cl)cc2F)o1
1	Cc1cccc(NC(=O)CCC2CCN(C(=O)C3CCOCC3)CC2)c1
-12	CC1=C(C(=O)N2CCC3(CCCN(Cc4ccc(F)c(F)c4)C3)C2)OCCO1 (configuration not stated)
-1	CNC(=O)COC(=O)c1ccoc1CN1c2ccccc2CC1C (configuration not stated)
-8	Cc1cc(C(=O)NC(CC(=O)OCc2ccccc2)C(=O)OCc2ccccc2)cc(C)c1[N+](=O)[O-] (configuration not stated)
-1	CCC(CCO)CNCc1cnc(C(C)(C)C)s1 (configuration not stated)
-14	Cc1cc2nc(CNC(C)CCn3cccn3)[nH]c2cc1C (configuration not stated)
1	CC(C)Cn1c(N)c(C(=O)COC(=O)c2ccc(Br)o2)c(=O)n(C)c1=O
-4	NC(=O)NC1CSCC1OC(=O)c1ccccc1 (configuration not stated)
3	COCc1nc2ccccc2c(C)c1C(=O)OCC(=O)N1CCNC1=O
-6	O=S(=O)(Nc1nc2ccccc2nc1N1CCCC1)c1ccc(Cl)s1
-6	C=CCNS(=O)(=O)c1cc(C)c(OCCC)cc1C
-6	COc1cccc(Cn2nc(C(=O)N3CCCC(O)C3)c3c2CCN(Cc2c(F)cccc2F)C3)c1 (configuration not stated)
3	CCC(C)(C)NC(=O)c1[nH]c2c(c1C)C(=O)CC(C)(C)C2

# Screening results from PubChem.
